RGS4 act = RGS4 potentiators or activators, primary screen, cell-based, HEK293 M3R inducible RGS4, calcium flux; carbachol calcium flux Fluo4; active compounds read low; B-score at 10 µM; hit rate 0.92% among 310,000;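 active = B-score of the integrated calcium signal more than 4 SD below the library mean, with starting fluorescence not abnormally high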;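 also: negative B-score means reduced calcium response which marks RGS4 activation or potentiation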
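test system = M3R-expressing HEK293 line, RGS4 induced by doxycycline | probe or stimulus = carbachol at ECmax as muscarinic agonist stimulus | timing = dye loading 30 min 37 °C, buffer rest 30 min RT | signal = calcium dye Fluo4 fluorescence | evaluation = B score from integrated fluorescence ratio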
KCNQ1 block = inhibitors of human KCNQ1 channel, primary screen, cell-based, thallium flux, high-throughput | hit rate 1.3% among 310,000 | CHO-K1 KCNQ1, FluxOR thallium flux fluorescence; active compounds read high | AID 2642, 2010 | B-score at 10 µM | Potassium voltage-gated channel subfamily KQT member 1 (Homo sapiens), P51787;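 active = compounds whose thallium flux B-score, printed positive for inhibition, exceeds three library SD while starting fluorescence stays within three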;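 also: channel opened by potassium depolarization with thallium stimulus after 20 min compound exposure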
hERG protect = hERG rescue from dofetilide block, primary screen, cell-based, CHO-hERG, FluxOR thallium flux, dofetilide IC70. activation (rescue from dofetilide block), less the hit threshold, % at 10 µM. hit rate 0.51% among 310,000. AID 1511, 2009. dofetilide IC70 present;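 active = activation above the mean of controls blocked by dofetilide plus 5 SD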;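 also: thallium influx through hERG after potassium depolarization seen as dye fluorescence rise; in these data hits start at about 4.7%; inactives centre near -7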
KCNQ1 pot = potentiators or activators of KCNQ1 channel, primary screen, cell-based, thallium flux, high-throughput | Potassium voltage-gated channel subfamily KQT member 1 (Homo sapiens), P51787 | CHO-K1 KCNQ1, thallium flux FluxOR fluorescence; active compounds read high | B-score at 10 µM | hit rate 0.35% among 310,000 | AID 2648, 2010;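 active = fluorescence ratio B-score, a plate-corrected score, at least three library SD, with initial intensity B-score within 5 SD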
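Test system: CHO-K1 cells stably expressing KCNQ1 / Medium: assay buffer / Also added: depolarizing K+/Tl+ stimulus, K2SO4 and Tl2SO4 each 12.5 mM in 5x stock / Incubation: 90 min dye loading and 20 min compound exposure, both at room temperature / Signal: thallium influx via FluxOR fluorescence, kinetic imaging / Evaluation: B score of baseline-normalized fluorescence ratio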
KCNK3 inh = human KCNK3 channel inhibitors, primary screen, CHO cells, FluxOR thallium flux, B-score | Potassium channel subfamily K member 3 (Homo sapiens), O14649 | FluxOR fluorescence; active compounds read low | B-score at 10 µM | hit rate 0.84% among 340,000 | AID 602410, 2012;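 active = B-score under library mean minus 4 SD, starting fluorescence ratio at most library mean plus 5 SD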;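 also: more negative B-score means stronger inhibition of thallium flux through KCNK3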
Target sequence (O14649 whole entry, looked up): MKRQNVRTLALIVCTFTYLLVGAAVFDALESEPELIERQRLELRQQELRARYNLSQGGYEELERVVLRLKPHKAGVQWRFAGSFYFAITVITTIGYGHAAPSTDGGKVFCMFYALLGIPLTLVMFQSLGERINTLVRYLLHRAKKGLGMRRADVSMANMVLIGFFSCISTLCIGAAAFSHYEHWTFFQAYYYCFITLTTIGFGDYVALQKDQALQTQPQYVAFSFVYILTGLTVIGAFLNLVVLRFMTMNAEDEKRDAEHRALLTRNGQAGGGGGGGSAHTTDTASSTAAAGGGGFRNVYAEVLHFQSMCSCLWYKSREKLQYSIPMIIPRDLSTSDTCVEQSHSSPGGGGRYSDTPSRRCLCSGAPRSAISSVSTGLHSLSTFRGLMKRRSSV
KCNK9 inh = KCNK9 potassium channel inhibitors, primary screen, HEK293 cells, thallium flux; FluxOR thallium flux fluorescence; active compounds read low; AID 488922, 2010; hit rate 1.2% among 310,000; B-score at 10 µM;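 active = ratio B-score over 3 SD below the library mean, with starting fluorescence within 5 SD of its mean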;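 also: negative B-score means less thallium flux so channel inhibition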
DYRK1A inh = rat Dyrk1A kinase inhibitors, primary screen, biochemical, single point, plate reader; Dual specificity tyrosine-phosphorylation-regulated kinase 1A (Rattus norvegicus), Q63470; ADP-Glo luminescence, NFATc1 peptide; inhibition, % at 12.5 µM; hit rate 0.43% among 310,000; AID 504441, 2011; in the data active = inhibition above about 50%;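 also: plate controls were vehicle with enzyme for no effect and no enzyme for full effect; many of its hits are not listed in these tables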
PolyA inh = polyadenylation inhibitors in yeast reporter cells, primary screen, luminescence, S. cerevisiae. S. cerevisiae SKY197-pL101 polyadenylation reporter, beta-gal luminescence; efflux-impaired pdr1/pdr3 knockout yeast; score 100 = 6 SD above DMSO. hit rate 0.02% among 300,000. AID 1875, 2009. calls only at 12 µM;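 active = lowest replicate activity score at least 50, where 100 means six control SD above control mean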;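 also: yeast exposed to compound for 9 h at 30 °C; higher score means more reporter readthrough which indicates perturbed polyadenylation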
GSK3beta inhib = human GSK3beta kinase inhibitors, primary screen, biochemical, cell-free homogeneous, HTS. GST-GSK3beta kinase, ADP-Glo luminescence, 60 min; active compounds read low. activity score (negative = inhibition), % at 10 µM. hit rate 0.038% among 300,000;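 active = more than half of replicate wells score below -50%, meaning over 50% inhibition versus plate controls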;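 also: 0% = median DMSO wells and -100% = median GW8510 positive control wells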
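test system = GST-tagged human GSK3beta kinase, cell-free | reagent = 25 µM ATP with peptide substrate | dosing = one dose of 10 µM per compound | schedule = 60 min reaction, RT | detection = luminescent ADP-Glo measurement of ADP formed | control set = DMSO neutral wells and GW8510 at 20 µM as positive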
HDAC3 inhib = HDAC3 deacetylase inhibitors, primary screen, biochemical, fluorescence, cell-free homogeneous; Histone deacetylase 3 (Homo sapiens), O15379; recombinant HDAC3, fluorogenic peptide/trypsin coupled; inhibition, % at 8.3 µM; hit rate 0.15% among 320,000; in the data active = inhibition above about 26%, passing the limit was not always enough
Target sequence (O15379 whole entry, looked up): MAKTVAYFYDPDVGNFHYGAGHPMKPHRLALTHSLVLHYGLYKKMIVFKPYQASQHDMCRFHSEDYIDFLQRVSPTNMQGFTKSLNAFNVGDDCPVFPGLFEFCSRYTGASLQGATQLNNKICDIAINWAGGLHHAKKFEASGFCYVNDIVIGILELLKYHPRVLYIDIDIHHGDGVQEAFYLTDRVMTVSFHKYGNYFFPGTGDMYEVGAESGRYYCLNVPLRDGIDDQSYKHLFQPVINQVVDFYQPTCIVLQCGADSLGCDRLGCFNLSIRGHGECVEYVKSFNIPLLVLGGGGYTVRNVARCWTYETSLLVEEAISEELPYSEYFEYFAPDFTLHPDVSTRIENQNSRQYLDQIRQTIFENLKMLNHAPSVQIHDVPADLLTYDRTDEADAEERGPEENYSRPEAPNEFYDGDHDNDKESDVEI
GSK3 alpha inh = blockers of GSK3A enzyme activity – biochemical, luminescence, cell-free homogeneous, HTS, primary screen. AID 2650, 2010. inhibition, % at 10 µM. GSK-3 alpha kinase, ADP-Glo luminescence, 60 min. hit rate 0.1% among 320,000;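 in the data active = inhibition above about 50%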;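 also: GST-tagged GSK-3 alpha with peptide substrate and 25 µM ATP; 0% = DMSO neutral wells and 100% = GW8510 positive control wells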
The depositor's hits bear a star; i = inactive; . = not tested or not shown. The list is partial; rates above refer to the full screens.

SMILES	RGS4 act	KCNQ1 block	hERG protect	KCNQ1 pot	KCNK3 inh	KCNK9 inh	DYRK1A inh	PolyA inh	GSK3beta inhib	HDAC3 inhib	GSK3 alpha inh
COC(=O)C1CN(C(=O)C(C)Oc2ccc(F)cc2)c2ccccc2O1 (centres undefined)	i	i	-1	i	i	i	-3	i	2	-2	0
c1ccc(-c2cc3c(N4CCN(c5ncccn5)CC4)ncnc3s2)cc1	i	i	-10	i	i	i	5	i	2	5	0
CCCn1nc(C(=O)Nc2nc3ccccc3[nH]2)c2ccccc2c1=O	i	i	-9	i	i	i	-3	i	1	8	-2
O=[N+]([O-])c1ccc(Sc2nnnn2-c2ccccc2)c(Cl)c1	i	i	-6	i	i	i	-5	i	5	1	-2
O=C(O)c1ccc(OC(F)(F)C(F)C(F)(F)F)cc1 (centres undefined)	i	i	-6	i	i	i	2	i	-1	-4	-3
COc1ccc(N2CCN(C(c3cc4cc(C)ccc4[nH]c3=O)c3nnnn3Cc3ccccc3)CC2)cc1 (centres undefined)	i	i	-13	i	i	i	.	i	0	10	1
Cc1cc2cc(CN(C(=O)C3CC3)C3CCCC3)c3nnnn3c2cc1C	i	i	-11	i	i	i	0	i	-3	1	-4
O=C(NCc1ccccn1)[C@@H]1C[C@H]1[C@@H](NP(=O)(c1ccccc1)c1ccccc1)c1ccccc1	i	i	-5	i	i	i	11	i	2	5	-2
Cn1cnc2c(N/N=C/c3cccs3)ncnc21	i	i	-8	i	i	i	19	i	-18	4	6
CCCCn1c(N)c(N(CC(C)C)C(=O)CN(C)S(=O)(=O)c2ccc(NC(C)=O)cc2)c(=O)[nH]c1=O	i	i	-12	i	i	i	6	i	2	10	8
O=C(N/N=C\c1cc(Br)cs1)c1ccncc1	i	i	-9	i	i	i	5	i	0	1	-1
Cc1nc2c(=O)n(C)c(=O)n(C)c2nc1Cl	i	i	-17	i	i	i	-9	i	-4	-12	1
O=C(c1ccc[nH]c1=S)N1CCN(S(=O)(=O)c2ccc(Br)cc2Cl)CC1	i	i	-6	i	i	i	-1	i	1	-3	-1
O=[N+]([O-])c1ccc2nc(CCCO)[nH]c2c1	i	i	-6	i	i	i	3	i	-2	-5	-2
COc1ncnc2c1N[C@@](C)(O)c1c(F)c(F)c(F)c(F)c1S2	i	i	-8	i	i	i	1	i	2	1	-2
CSc1ccccc1NC(=O)c1cccs1	i	i	-5	i	i	i	2	i	4	3	-5
CN1CCN(CCCN(Cc2ccco2)C(=S)Nc2ccc(Cl)cc2)CC1	i	i	-6	i	i	i	2	i	1	5	-2
COc1ccc(-c2ccc(/C=N/N3C(=O)C4C5C=CC(C6CC56)C4C3=O)o2)c([N+](=O)[O-])c1 (centres undefined)	i	i	-16	i	i	i	-6	i	0	.	.
O=C(Cn1cc(S(=O)(=O)N2CCN(c3ccccc3F)CC2)c2ccccc2c1=O)NCCCN1CCCCCC1	i	i	-8	i	i	i	2	i	0	3	2
CC1CC(O)(CC(O)(c2ccccc2)c2ccccc2)C(C)CN1C (centres undefined)	i	i	-2	i	i	i	3	i	-3	0	10
Cc1cccc(Nc2ccc(NCc3ccccc3)nn2)c1	i	i	-24	i	i	i	2	i	1	-6	1
Cc1cc(C)c2nc(N3CCN(C(=O)c4cccs4)CC3)sc2c1	i	i	-12	i	i	i	.	i	-8	.	.
COc1ccc(OC)c(S(=O)(=O)N2CCCC(C(=O)N3CCOCC3)C2)c1 (centres undefined)	i	i	-2	i	i	i	3	i	0	-8	-1
CCOC(=O)c1ccc(NC(=O)CN2CCN(C(=O)c3ccco3)CC2)cc1	i	i	-8	i	i	i	.	i	2	-2	4
COC(=O)C(CC(C)C)NC(=O)c1ccc([N+](=O)[O-])c(C)c1 (centres undefined)	i	i	4.6*	i	i	i	-22	i	1	-6	-9

An excerpt from the list above, as a working copy:
SMILES	RGS4 act	KCNQ1 block	hERG protect	KCNQ1 pot	KCNK3 inh	KCNK9 inh	DYRK1A inh	PolyA inh	GSK3beta inhib	HDAC3 inhib	GSK3 alpha inh
CN1CCN(CCCN(Cc2ccco2)C(=S)Nc2ccc(Cl)cc2)CC1	i	i	-6	i	i	i	2	i	1	5	-2
COc1ccc(-c2ccc(/C=N/N3C(=O)C4C5C=CC(C6CC56)C4C3=O)o2)c([N+](=O)[O-])c1 (centres undefined)	i	i	-16	i	i	i	-6	i	0	.	.
O=C(Cn1cc(S(=O)(=O)N2CCN(c3ccccc3F)CC2)c2ccccc2c1=O)NCCCN1CCCCCC1	i	i	-8	i	i	i	2	i	0	3	2
CC1CC(O)(CC(O)(c2ccccc2)c2ccccc2)C(C)CN1C (centres undefined)	i	i	-2	i	i	i	3	i	-3	0	10
Cc1cccc(Nc2ccc(NCc3ccccc3)nn2)c1	i	i	-24	i	i	i	2	i	1	-6	1
Cc1cc(C)c2nc(N3CCN(C(=O)c4cccs4)CC3)sc2c1	i	i	-12	i	i	i	.	i	-8	.	.
COc1ccc(OC)c(S(=O)(=O)N2CCCC(C(=O)N3CCOCC3)C2)c1 (centres undefined)	i	i	-2	i	i	i	3	i	0	-8	-1
CCOC(=O)c1ccc(NC(=O)CN2CCN(C(=O)c3ccco3)CC2)cc1	i	i	-8	i	i	i	.	i	2	-2	4
COC(=O)C(CC(C)C)NC(=O)c1ccc([N+](=O)[O-])c(C)c1 (centres undefined)	i	i	4.6*	i	i	i	-22	i	1	-6	-9

Next section
SMILES	RGS4 act	KCNQ1 block	hERG protect	KCNQ1 pot	KCNK3 inh	KCNK9 inh	DYRK1A inh	PolyA inh	GSK3beta inhib	HDAC3 inhib	GSK3 alpha inh
CCCCn1c(N)c(N(CCC(C)C)C(=O)C2CC(=O)N(c3ccc4c(c3)OCCO4)C2)c(=O)[nH]c1=O (centres undefined)	i	i	-12	i	i	i	-2	i	-2	-2	-3
CN1CCN(C(=O)CN(C)S(=O)(=O)c2cc(Cl)ccc2Cl)CC1	i	i	-4	i	i	i	-2	i	0	1	-2
Cc1c(C(=O)O)oc2c3c(ccc12)OCCO3	i	i	-10	i	i	i	3	i	-12	-4	-4
Cc1cc(C)cc(NC(=O)Cn2c(=O)oc3cc(S(=O)(=O)N4CC(C)CC(C)C4)ccc32)c1 (centres undefined)	i	7*	-11	i	i	i	11	i	-3	10	-4
Cc1ccc(-c2cc(C(=O)Nc3ccncc3)c3ccccc3n2)cc1	i	i	-7	i	i	i	8	i	2	.	.
CCOc1ccc2nc(NS(=O)(=O)Cc3ccccc3)sc2c1	i	i	-7	i	i	i	-2	i	-1	5	-3
O=C(Cc1ccc([N+](=O)[O-])cc1)OCc1ccc([N+](=O)[O-])cc1	i	i	-10	i	i	i	-3	i	1	-7	5
O=C(COC(=O)c1ccc(Cl)cc1O)NCCN1C(=O)CSC1=O	i	i	-8	i	i	i	.	i	3	-8	-1
O=C(O)CCC(=O)NNc1nc(-c2ccccc2)c2cc(Cl)ccc2n1	i	i	-3	i	i	i	6	i	-2	-1	0
CC(C)c1ccc(NNC(=O)C2CCC2)cc1	i	i	-2	i	i	i	.	i	-3	-1	-2
Cc1oc(-c2ccc(Cl)cc2)nc1CN1CCC(C(=O)N2CCc3ccccc3C2)CC1	i	i	-23	i	i	i	23	i	3	-8	-3
CCN(CC(=O)Nc1ccc(NC(C)=O)cc1)C(=O)c1ccccc1CCc1ccccc1	i	i	-3	i	i	i	13	i	0	.	.
O=C(c1ccco1)N(Cc1ccco1)Cc1cc2ccccc2[nH]c1=O	i	i	-2	i	i	i	3	i	3	7	0
CCOc1ccc(CCNC(=O)c2cccs2)cc1OCC	i	i	-8	i	i	i	1	i	6	-1	-4
CCOC(=O)C(CC)/C(C)=N/NC(=O)c1ccccc1[N+](=O)[O-] (centres undefined)	i	i	-2	i	i	i	-1	i	-1	-5	-10
Cc1ccc(-n2c(-c3ccccc3)c[n+]3c2CCC3)cc1	i	i	-16	i	i	i	-4	i	2	0	-2
Cc1ccc(C2CC(c3ccccc3Cl)n3nc(N)nc3N2)cc1 (centres undefined)	i	i	-6	i	i	i	12	i	0	1	-2
COc1ccccc1NC(=O)Nc1ccnn1Cc1cccs1	i	i	-13	i	i	i	0	i	1	5	-1
CCN1CCN(C(=O)c2ccc(Cn3c(=O)[nH]c4cc(OC)c(OC)cc4c3=O)cc2)CC1	i	i	-6	i	i	i	6	i	-6	0	0
CCn1cc(C(=O)N2CCN(Cc3ccc4c(c3)OCO4)CC2)c2cc(OC)c(OC)cc2c1=O	i	i	-20	i	i	i	-7	i	6	6	-2
Cc1cc(C)c(C(=O)COC(=O)c2cc([N+](=O)[O-])ccc2NCCO)cc1C	i	i	-2	i	i	i	2	i	-7	-1	-3
CC(C)[C@@H](C(=O)N1CCN(C(=O)OC(C)(C)C)CC1)n1cc(CCO)nn1	i	i	-5	i	i	i	-6	i	4	-9	-2
Cc1cccn2c(=O)c3cc(C(N)=S)c(=N)n(CCCOC(C)C)c3nc12	i	i	-27	i	i	i	11	i	-4	-137	15
CC(=O)Nc1ccc(NC(=O)CSc2nccn2Cc2ccccc2)cc1	i	i	-12	i	i	i	4	i	3	-1	-2
